# TAG inh = reduces triacylglycerol accumulation in H9c2 cells | Nile Red lipid (TAG) fluorescence; cells loaded with 200 µM oleic acid | inhibition, % at 12.5 µM | 230,000 compounds, 0.66% hits | AID 651582;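 active = pattern-corrected inhibition of lipid staining of at least 50% with the nuclear-stain viability signal not falling by more than 50%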;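 also: 0% = DMSO wells and 100% = triacsin C control wells; some results filed as inactive read as strong as hits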
# TAG inh DAPI viability = also measured in TAG inh; calls as there; DAPI nuclei signal change (viability), lower = more cytotoxic, %;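 whole-well DAPI fluorescence read on a plate reader as a viability signal; minus 50 percent equals half of cells still viable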
# * marks the source's active call; other numbers are inactive results. Not all compounds are listed, so the mix of outcomes need not match the whole.
structure,TAG inh,TAG inh DAPI viability
CCN(CC)S(=O)(=O)c1cccc(-c2nnc(SCC(=O)c3cc(C)n(C)c3C)o2)c1,-4,-12
CCCS(=O)(=O)NCCc1cc2c(OC)ccc(OC)c2[nH]c1=O,11,-15
O=C(C1CCC(=O)N1Cc1cccnc1)N1CCN(c2ccc(F)cc2)CC1 (stereo not given),-4,21
Cc1cc(NC(=O)CCCC(=O)N(CC(=O)NC2CCCCC2)c2ccccc2)no1,8,-3
FC(F)(F)c1cnc(N2CCN(C(=S)NCc3ccccc3)CC2)c(Cl)c1,-2,-5
Cc1cc(C)c(C(=O)NC2CC(C)(C)Cc3c2cnn3-c2cccc(F)c2)[nH]1 (stereo not given),38,-2
COc1ccccc1-c1nnc(NC(=O)CCS(=O)(=O)c2ccccc2)o1,7,0
CCNC(=O)CN(c1ccc(Cl)cc1)S(=O)(=O)c1ccccc1,26,-7
NC(=O)CSc1nnc(-c2ccco2)n1-c1ccc(F)cc1,18,1
O=C(CSc1nc2c(sc3ccccc32)c(=O)n1Cc1ccco1)NCC1CCCO1 (stereo not given),3,5
COc1ccc(C(=O)CN2CCN(CCN3C(=O)c4cccc5cccc(c45)C3=O)CC2)cc1,0,-4
c1ccc2c(-n3cccn3)cccc2c1,-8,6
CC[C@H](C)[C@H]1CNC(=O)C(=O)N1CC1CCN(CC2CCC(C)CC2)CC1 (stereo not given in full),4,-9
CCN(CC)C(=O)Cn1c(=O)n(-c2ccc(CC(=O)NCc3ccccc3)cc2)c(=O)c2sccc21,-13,0
CSCCC(NC(=O)COc1ccccc1)C(=O)N1CCN(c2ccccc2Cl)CC1 (stereo not given),-9,0
COc1ccccc1NC(=O)C1=C(C)NC(=O)NC1c1ccccc1[N+](=O)[O-] (stereo not given),-6,1
COc1ccc(CCNC(=O)COC(=O)/C=C/c2cccc(F)c2)cc1,-7,-3
Cn1c(=O)[nH]c(=O)c2c1nc(N1CCCCC1)n2C/C=N/NC(=O)c1cc(Br)ccc1O,2,3
O=C(CCc1nc2ccccc2c(=O)[nH]1)NCc1ccco1,1,-2
Cc1ccc(-c2ccnc(-c3ccc(O)cc3)n2)cc1,0,4
CCCN1CCC(=O)N([C@H](CSc2ccc(Br)cc2)Cc2ccccc2)CC1,-16,18
Cc1cc(C)n(-c2ccc(C(=O)OCn3nnc4ccccc4c3=O)cc2)n1,12,-11
CN1CCN(C(=O)CSc2nc3ccc(NC(=O)c4ccccc4F)cc3s2)CC1,-8,6
O=C(Nn1cnnc1)c1ccccc1-c1ccccc1,-5,-6
CC(=O)Nc1cccc(Oc2nc(C)cc(C)c2C#N)c1,-18,4
O=c1ccc(=O)n(-c2ccccc2)[nH]1,-1,-2
Cc1nc(SCC(=O)Nc2c(C)n(C)n(-c3ccccc3)c2=O)c2cnn(-c3ccccc3)c2n1,14,0
Cc1ccc(C)c(-n2c(=O)c(C#N)cc3c(=O)n4ccccc4nc32)c1,-18,66
CNC(=O)c1ccccc1Sc1ccccc1CO,-5,6
O=C(CN1CCN(CCC(=O)Nc2ccccc2F)CC1)Nc1ccc(Cl)cc1,16,-5
COc1ccc(NC(=O)COC(=O)COc2cccc(Br)c2)cc1OC,16,-7
O=C(/C=C/c1cccs1)NNC(=O)c1cccc([N+](=O)[O-])c1,-11,-4
O=C(OCc1ccc([N+](=O)[O-])cc1)c1ccc2ccccc2n1,11,-7
O=C(O)c1cc(N2C(=O)CCC2=O)ccc1NCc1cccnc1,-9,16
Cc1ccc(S(=O)(=O)CC(=O)NC2CC2)cc1,-15,8
COC(=O)c1sccc1NC(=O)CN(C)NS(=O)(=O)c1ccc(Cl)cc1,1,0
Cc1ccc(N2C(=O)C3CCC(C)(C2=O)C3(C)C)cc1 (stereo not given),-5,4
Oc1ccc(C2C=C(c3ccc(F)cc3)Nc3ncnn32)cc1 (stereo not given),-5,4
N#CCn1c(C2CCCCC2)nc2ccccc2c1=O,-8,2
O=C(CCc1ccccc1)NC1CCS(=O)(=O)C1 (stereo not given),0,1
CN(C)c1cccc(C(=O)NNC(=S)NC2CCCC2)c1,-8,3
CC(C)(C)c1ccc(CC(=O)N2CCC2(C)C(=O)NS(=O)(=O)Cc2ccccc2)cc1 (stereo not given),4,-2
Cc1cnc(NC(=O)CN2CCN(c3ccccn3)CC2)s1,28,-34
CNC(=O)CCC(=O)Nc1ccc(C(=O)OC)cc1,-7,10
OC(Cn1cncn1)(c1ccccc1)c1ccccc1,21,-10
N#Cc1nc(COc2ccc(Br)cc2)oc1NCCCn1ccnc1,-4,-6
Cn1cc(-c2ccc(C(=O)NCc3cccc(Cl)c3)c3occc23)cn1,-31,-6
COc1ccc(Nc2nccc3c2nnn3C)cc1,-9,-1
Cc1nc(NC(C)c2ccccc2)c2oc3ccccc3c2n1 (stereo not given),-34,7
O=C1C2C3CC(C(Br)C3Br)C2C(=O)N1c1ccccn1 (stereo not given),13,-10
COc1ccc(NC(=O)N(C)[C@H]2C[C@H]3c4[nH]c5ccc(-c6ccc(OC)cc6)cc5c4CCN3C(=O)[C@H]2[C@H](C)O)cc1,24,7
S=C(NCc1ccco1)Nc1cc(-c2ccccc2)[nH]n1,-6,-15
COc1ccc(NC(=O)COC(=O)C2CCN(S(=O)(=O)c3cccs3)CC2)cc1OC,18,-10
CCN1C(=O)[C@H]2[C@@H](c3ccc(C(F)(F)F)cc3)N[C@]3(CCCN(Cc4ccc(F)cc4)C3=O)[C@H]2C1=O,-3,-1
CN(C)/C=C1/N=C(c2ccccc2)OC1=O,7,-6
Cc1cc(C(=O)Nc2c(C)n(C)n(-c3ccccc3)c2=O)c2ccccc2n1,1,1
CCC(CC)n1[nH]c(=O)cc1N,6,6
COc1ccc(OCC(=O)NNC(=O)c2cccs2)cc1,-3,15
CCCCNC(=S)N(C)N=C1CCC(c2ccccc2)CC1 (stereo not given),-9,-6
S=C1SCN(Cc2cccnc2)CN1Cc1ccccc1,16,-25

# Carrying on.
structure,TAG inh,TAG inh DAPI viability
COc1ccccc1N1CCN(C(=O)C(C)NC(=O)c2ccco2)CC1 (stereo not given),2,6
Cc1c(NC(=O)CN2c3cccc4cccc(c34)S2(=O)=O)c(=O)n(-c2ccccc2)n1C,4,-7
CCCc1cc(=O)n2[nH]c(NCc3cccs3)nc2n1,-15,3
COc1ccc(-n2c(CCc3ccccc3)nnc2SCC(=O)NCc2ccccc2)cc1,1,-3
CN1C(=O)/C(=N/OC(=O)c2ccccc2Br)c2ccccc21,0,-4
CN(c1cccc(NC(=O)c2ccc(C(C)(C)C)cc2)c1)S(C)(=O)=O,20,-8
COc1ccc(/C=C/C(=O)N(CC(C)C)C2CCS(=O)(=O)C2)cc1 (stereo not given),13,-4
CC(=O)ON1C(C)(C)Cc2noc(N)c2C1(C)C,6,6
Cc1cc(C)nc(N2CCN(c3nnnn3-c3ccccc3)CC2)n1,-4,-4
NC(=O)COC(=O)/C=C/c1ccc(S(=O)(=O)N2CCCCCC2)cc1,10,-1
c1ccc(CSc2ncnc3c2sc2nc(N4CCOCC4)c4c(c23)CCCC4)cc1,3,45
O=C(O)CNS(=O)(=O)/C=C/c1ccccc1,-1,-2
Cc1ccc2cccc(OCC(=O)N3CC(C)CC(C)C3)c2n1 (stereo not given),-1,4
Cc1ccc(CNC(=O)CCc2ccc(S(=O)(=O)NCC(C)C)cc2)cc1,4,-2
C#CCOc1nc2c(c(=O)n(C)c(=O)n2C)n1Cc1ccccc1,-15,4
O=C(c1ccc(S(=O)(=O)Nc2ccccc2)cc1)N1CCCC(C(F)(F)F)C1 (stereo not given),-15,-13
Cc1onc(-c2ccccc2)c1C(=O)N1CCC(C)CC1,0,-6
CCCCn1c(N)c(N(CCOC)C(=O)c2cc(CC)c(C)s2)c(=O)[nH]c1=O,15,0
O=C(NNC(=O)C1CCN(Cc2ccccc2)CC1)c1cccs1,-2,20
CCOC(=O)N1CCN(C(=O)COc2ccc3ccccc3c2Br)CC1,-7,0
CC(C)(C)c1ccc(C(=O)Nc2ccc3c(c2)C(=O)NC3=O)cc1,8,14
Cc1ccccc1NC(=S)NCc1ccc2c(c1)cc(C)n2C,-2,8
O=C(Oc1ccccc1F)c1ccc2c(=O)n3c(nc2c1)CCC3,-24,-1
O=C(Nc1cc(S(=O)(=O)N2CCCCC2)ccc1N1CCOCC1)c1ccc(F)cc1,18,-14
CCC(C)N(C(=O)COC(=O)CSc1ccc([N+](=O)[O-])cc1)C1CCS(=O)(=O)C1 (stereo not given),0,4
CCN(CC)S(=O)(=O)c1cccc(C(=O)Nc2cccc(C)c2)c1,9,-13
Cn1c(SCC(=O)Nc2cc(Cl)cc(Cl)c2)nnc1-c1ccc2nonc2c1,14,-4
Cc1ccc(NC(=O)C2CCCC2)cc1Cl,20,-10
CCOC(=O)c1ccccc1NC(=O)COC(=O)C1CCN(S(=O)(=O)c2ccccc2C(=O)OC)CC1,8,2
Cc1ccn(S(=O)(=O)c2ccc(C(C)(C)C)cc2)n1,-1,-7
COc1ccc(Cl)cc1NC(=O)CSc1nnc(-c2ccncc2)n1CC1CCCO1 (stereo not given),-16,1
COc1ccc(-c2cc(N3C(=O)Nc4ccccc4N3O)n[nH]2)c(OC)c1,-13,-4
COc1ccc(C(=O)N2CCCC(c3cc(C(=O)NCc4ccc(F)cc4)no3)C2)cc1 (stereo not given),20,1
CCCCNc1c(-c2ccc(OC)c(SC3CCCCC3)c2)nc2cc(C)ccn12,-9,81
Cc1ccc(C(=O)NNC(=O)c2ccncc2)cc1[N+](=O)[O-],-7,1
COc1ccc(CNCCCSc2ncccn2)cc1OC,8,0
Cc1cc(NC(=O)CSc2nnc(-c3cccnc3)n2C2CCCCC2C)no1 (stereo not given),1,5
CCOC(=O)CCc1c(C)n(CC)c2cc(-c3ccccc3OC)nn2c1=O,12,-17
CCn1c(SCC(=O)Nc2nc3ccccc3s2)nnc1-c1ccc(Br)cc1,4,10
CC1(C(=O)Nc2ccc(Cl)cc2)Cc2c(-c3ccc4c(c3)OCO4)ccnc2O1 (stereo not given),15,-9
CCN(CC)CCNCc1ccc(Br)cc1OCC(=O)NCc1ccccc1,12,-2
COC(=O)c1c(-c2ccc(OC)cc2)sc2cc(OC)c(OC)cc12,-27,35
CCOC(=O)N1CCC2(CC1)NC(=O)c1ccccc1N2,-3,-6
CCCCCCCCNCCS(=O)(=O)NCc1ccccc1OC,-7,2
O=C1NC(c2cn(-c3ccccc3)nc2-c2cccs2)C(C(=O)c2cccnc2)C(O)(C(F)(F)F)N1 (stereo not given),-6,-7
CC(C)N(C(=O)[C@H]1C[C@H](CC(=O)NCc2ccco2)C(=O)N2CCc3c([nH]c4cc(-c5ccco5)ccc34)[C@]12C)C(C)C,7,12
NC(=O)C1CCN(C(=O)CCCCCn2c(=O)[nH]c3ccsc3c2=O)CC1,10,1
CCOc1ccccc1NC(=O)N1CCC(n2nnc3cc(C)ccc32)CC1,22,0
COc1ccc(/C=C/C(=O)OCC(=O)NCCCc2ccccc2)cc1OC,4,-2
COc1ccc(C(=O)NNC(=S)NC(=O)c2cccc([N+](=O)[O-])c2)cc1,11,-12
O=C(CN1CCCCCC1)Nc1ccc(Br)cc1[N+](=O)[O-],3,-2
COc1ccc(-c2cc(C(F)(F)F)nc(S(=O)(=O)CCC(=O)N3CCOCC3)n2)cc1,2,0
Cc1cccc(NC(=S)NC23CN4CN(CN(C4)C2)C3)c1,-11,6
C=CCC[C@@H](Cc1ccc(F)cc1)C(=O)OC[C@@H](NC(=O)[C@@H](CC=C)CC(=O)N[C@@H](CO)Cc1ccccc1)C(C)(C)C,45,-11
CCSc1n[nH]c(=O)[nH]c1=O,12,3
Cc1ccc2nc(-c3ccc4c(c3)OCCO4)cc(C(=O)O)c2c1,-18,3
O=C(Cc1ccccc1)Nc1nc(=O)c2ccccc2s1,-1,1
COc1ccc(NC(=O)NNC(=O)COc2cc(C)c(Cl)c(C)c2)c(OC)c1,-4,3
O=c1nc(Nc2ccc(OCc3ccccc3)cc2)sc2ncccc12,-4,3
CCOC(=O)C(CC)Sc1ccc2nnc(CCNS(=O)(=O)c3ccccc3)n2n1 (stereo not given),11,-3

# Further entries:
structure,TAG inh,TAG inh DAPI viability
COc1cc(OC)cc(C(=O)NNC(=O)CCOc2ccccc2OC)c1,7,-7
COc1ccc(S(=O)(=O)Nc2ccc(N(C)C(C)=O)cc2)cc1,20,6
Cc1ccc(S(=O)(=O)N(C)C)cc1NC(=O)c1ccc2ccccc2n1,-4,7
COc1ccc(-c2cc(C(=O)N3CCN(c4ccccc4O)CC3)c3ccccc3n2)cc1OC,18,12

# Screens deposited in PubChem by Sanford-Burnham Center for Chemical Genomics.
